SW480 rerep = DNA re-replication induction in SW480 cells; 1.8% of 340,000 active; Potency, µM (top dose mostly 46.1 µM), for the others: at the top dose re-replication activation, hits mostly activators; SW480 DNA re-replication, Hoechst DNA content imaging, 48 h; AID 624297; further: potency means the concentration at half of the fitted maximal effect; % of control where 0% means no effect; nearly all actives have a fitted effect of over 55% in size
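Treated cells incubate 48 hr (37 C, 5% CO2), are stained 40 min with Hoechst, and nuclear fluorescence is enumerated; a rise in nuclei with high DNA signal marks re-replication.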
ATXN2 expr inh = reduces ATXN2 reporter expression in HEK-293 cells; HEK-293 ATXN2-luciferase reporter, luminescence, 24 h; Potency, µM (top dose mostly 57 µM), for the others: at the top dose activity change, negative = inhibition, most hits filed as inhibitors; 0.72% of 360,000 active; AID 1745845; further: potency means the concentration at half of the fitted maximal effect; on the % scale 0 is the no-effect control and ±100 the full control effect; nearly all actives have a fitted effect of over 55% in size
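ATXN2-luciferase reporter cells (luciferase flanked by upstream and downstream ATXN2 gene portions) were treated 24 h at 37 °C with compounds at up to 57 uM. SteadyGlo luminescence gave expression; GF-AFC fluorescence gave viability.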
MCF10A rereplic = inducers of DNA re-replication in MCF 10A breast cells | MCF 10A DNA re-replication, Hoechst nuclear intensity, 48 h | AID 624296 | 2.9% of 350,000 active | Potency, µM (titrated, usually from 46.1 µM), for the others: at the top dose activity, positive = re-replication, hits mostly activators; further: potency means the concentration at half of the fitted maximal effect; % of control where 0% means no effect; nearly all actives have a fitted effect of over 50% in size
KB-V1 MDR tox = kills drug-selected multidrug resistant KB-V1 cells; KB-V1 MDR cells viability, CellTiter-Glo, 72 h; Potency, µM (highest dose often 46.1 µM), without a hit: top-dose activity change, negative = cytotoxicity, actives largely listed as cytotoxic; 3.4% of 400,000 active; AID 1347076; further: potency means the concentration at half of the fitted maximal effect; on the % scale 0 is the no-effect control and ±100 the full control effect; nearly all actives have a fitted effect of over 60% in size
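In this primary screen, KB-V1 cells overexpressing P-gp are incubated with library compounds (lowest to highest concentration) for 72 h at 37 degrees C before a luminescent ATP viability read.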
IL-1B inflam inh = blocks inflammasome-driven IL-1 beta release; THP-1 LPS/ATP IL-1B secretion, AlphaLISA, 16 h; hits give low values; activity change, % at 57.5 µM; 4.7% of 360,000 active; AID 743279; in the data active means activity change below about -50%; inconclusive means mostly about -30% to -49%; further: on the % scale 0 is the no-effect control and ±100 the full control effect
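THP-1 cells pretreated 1 hr with compounds (up to 57.5 uM final), then stimulated with LPS (250 ng/mL final) plus ATP (1.25 mM final); secreted IL-1B measured by AlphaLISA after 16 hr, decreased signal indicating inhibition.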
HT1080-NT tox = kills 2HG-producing HT-1080-NT fibrosarcoma cells; HT-1080-NT fibrosarcoma viability, CellTiter-Glo ATP luminescence, 48 h; Potency, µM (titrated, usually from 46.1 µM), for inactives: top-dose activity, negative = less viability, actives largely listed as cytotoxic; 1.6% of 360,000 active; AID 686970;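 further: NT is the 2HG producing partner of a matched IDH1 knockdown line; potency means the concentration at half of the fitted maximal effect; 0% = DMSO-treated cells and -100% = media-only wells without cells; nearly all actives have a fitted effect of over 55% in size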
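Viability of the 2HG-overproducing fibrosarcoma line after 48 hours of compound exposure at 37 degrees C was determined by luminescence with CellTiter-Glo, and concentration-effect curves were then fitted and categorized.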
ATXN viability = viability counter-screen for ATXN expression inhibitors; S2 cells (HEK-293 line with an ATXN2-luciferase reporter) viability, CellTiter-Fluor protease fluorescence, 24 h; Potency, µM (highest dose often 56.7 µM), actives largely listed as cytotoxic; 0.49% of 400,000 active; AID 651635; further: potency means the concentration at half of the fitted maximal effect; nearly all actives have a fitted effect of over 40% in size
KB-3-1 tox = kills parental KB-3-1 adenocarcinoma cells; Potency, µM (highest dose often 46.1 µM), for the others: at the top dose activity change, negative = cytotoxic, usual class: cytotoxic; 1.4% of 400,000 active; AID 1347075; KB-3-1 viability, CellTiter-Glo ATP luminescence, 72 h; further: potency means the concentration at half of the fitted maximal effect; on the % scale 0 is the no-effect control and ±100 the full control effect; nearly all actives have a fitted effect of over 60% in size
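Viability of parental KB-3-1 cells, measured by CellTiter-Glo luminescence, followed a 72 h incubation at 37 °C with pinned compounds in phenol-red-free DMEM containing 10% FBS.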
HT1080 IDH1KD tx = kills HT-1080 cells with IDH1 knockdown. HT-1080 IDH1 knockdown viability, ATP luminescence, 48 h. Potency, µM (titrated, usually from 46.1 µM), for inactives: top-dose activity, negative = toxicity, actives largely listed as cytotoxic. 2% of 360,000 active;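 further: potency means the concentration at half of the fitted maximal effect; 0% = DMSO wells and -100% = cell-free medium wells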
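Cytotoxicity counter-line: IDH1KD HT-1080, 48 h, CellTiter-Glo. Curves classed by r2, magnitude and activity.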
Numbers without * were called inactive; i = inactive; ? = inconclusive; nt = no result given; & = joins results of further samples; ! = not confirmed by another sample; [ ] = dose if it differs, or a comment. Unless noted, the call rests on the fitted dose curve; in most records, active means well fitted curve in the direction sought with a large enough effect; inconclusive means small, poorly fitted or top-dose-only effect, or another doubt; inactive means no such curve, though single readings can be large; an effect the other way counts as inactive or inconclusive.

SMILES	SW480 rerep	ATXN2 expr inh	MCF10A rereplic	KB-V1 MDR tox	IL-1B inflam inh	HT1080-NT tox	ATXN viability	KB-3-1 tox	HT1080 IDH1KD tx
O=C1CC(NS(=O)(=O)c2cc(F)ccc2F)CN1c1cccc(F)c1 (stereo not given)	-141.3%[inhibitor]	-5.5%	-1.0%	-8.0%	24.1	2.0%	i	10.7%	1.1%
CCCN1C(=O)/C(=C/c2c(NCCCOCC)nc3c(C)cccn3c2=O)SC1=S	0.7%	?	8.0%	-0.7%	19.6	6.7%	i	-1.6%	5.5%
O=C(NCc1ccccn1)c1cn(-c2ccccc2)nc1-c1ccc(Cl)cc1	-8.0%	22.1%	?	3.66µM*	0.0	1.7%	i	-20.4%	-6.3%
COc1ccc(NC(=O)c2sc3ncn(CC(=O)N4CCCCC4)c(=O)c3c2C)cc1OC	-22.1%	2.3%	-1.8%	23.7%	3.2	1.3%	i	-1.5%	1.7%
COc1cccc(-c2nnc(SCC(=O)N(C)C3CCCCC3)o2)c1	nt	-6.4%	nt	5.1%	nt	nt	i	1.7%	nt
CCN1C2OC3OC4C(OC3OC2N(CC)S1(=O)=O)N(CC)S(=O)(=O)N4CC (stereo not given)	-8.6%	nt	15.2%	-15.4%	0.0	1.0%	i	-4.9%	-1.5%
O=S(=O)(NCCc1ccncc1)c1cc(Br)ccc1F	1.4%	2.3%	3.9%	-5.1%	19.9	-3.2%	i	-11.5%	-1.0%
Cc1ccc(Cl)cc1NC1=C/C(=N\S(=O)(=O)c2cccs2)c2ccccc2C1=O	2.91µM*	2.82µM*	0.651µM*	9.2µM*!	-99.0*	3.66µM*	11.2µM*	3.26µM*!	4.61µM*
Cc1cccc(OCCCCn2nnc3sc4c(c3c2=O)CCC(C)C4)c1 (stereo not given)	nt	1.5%	nt	0.2%	nt	nt	i	-17.4%	nt
CC(=O)N1N=C2c3ccccc3CCC2C1c1cccs1 (stereo not given)	-11.7%	-0.5%	-2.2%	3.0%	40.7	-2.0%	i	-0.6%	1.8%
Cc1cc(Br)ccc1NC(=O)C1CCN(S(=O)(=O)c2cccc3nsnc23)CC1	nt	-7.4%	nt	5.6%	nt	nt	i	-7.9%	nt
c1cncc(-c2nc(N3CCOCC3)c3ccccc3n2)c1	10.3%	-15.8%	-23.3%	?	?	?	?	-2.0%	-26.1%
O=c1ccc(/C=C/c2ccccc2)nn1Cc1ccccc1	-1.2%	-25.7%	1.7%	13.1%	-19.8	0.0%	i	-0.2%	-0.2%
CCOc1ccc2oc(C(=O)N3CC(C)OC(C)C3)c(C)c2c1 (stereo not given)	-5.2%	2.0%	1.1%	-14.5%	28.6	1.1%	i	-8.3%	-1.6%
Cc1cc(C)c(Cn2c(=O)n(CCCCC(=O)NCc3ccccc3Cl)c(=O)c3ccccc32)c(C)c1	nt	-1.3%	nt	9.7%	nt	nt	i	1.7%	nt
COc1cccc(/C=N/NC(=O)C[n+]2ccccc2)c1OC	-4.3%	6.3%	?	0.4%	6.5	21.1%	i	-2.8%	13.9%
CCC1(CC)Nc2ccccc2C(=O)N1c1ccc(NC(C)=O)cc1	-6.5%[9.22 µM]	26.6%	0.9%	20.2%	2.9	-6.4%	i	0.0%	-5.1%
CCn1c(CCCOc2ccc(Cl)cc2Cl)nnc1SCC(=O)Nc1cccc(F)c1	-6.4%	3.3%	18.9%	-14.5%	2.9	6.0%	i	-15.2%	-21.0%
COCCN(C(=O)CNC(=O)c1cccs1)C(C(=O)NC(C)(C)C)c1ccccc1 (stereo not given)	-9.7%	1.9%	-3.0%	-8.0%	6.8	-2.6%	i	-1.0%	1.1%
COc1ccc(C(=O)N2CCN(c3ccc(C(C)=O)cc3)CC2)cc1S(=O)(=O)N1CCCC1	-9.6%	-3.3%	2.7%	0.0%	17.0	3.3%	i	11.8%	6.0%
COc1ccc(C(=O)NCC(O)CN2CCOCC2)cc1[N+](=O)[O-] (stereo not given)	2.4%	-4.3%	10.4%	9.2%	-1.6	-8.7%	i	23.3%	5.1%
COc1cccc(CNC(=O)CCS(=O)(=O)c2cc3c4c(c2)CCN4C(=O)CC3)c1	nt	-1.7%	nt	-2.7%	nt	nt	i	-8.0%	nt
CC(C)(C)Nc1nc(N2CCCC2)nc(N2CCCC2)n1	3.6%	?	24.4%	-26.5%	53.4	-0.5%	?	?	-15.4%
CNC(=S)N/N=C1\CC(c2ccccc2)Oc2ccccc21 (stereo not given)	0.6%	1.9%	17.1%	?	25.2	-16.2%	i	-19.4%	-12.2%
C[C@H](CO)N1C[C@H](C)[C@@H](CN(C)C)Oc2c(NS(=O)(=O)c3cccs3)cccc2C1=O	-6.7%	0.8%	-10.5%	-0.1%	2.1	6.5%	i	0.0%	4.0%

(more compounds)
SMILES	SW480 rerep	ATXN2 expr inh	MCF10A rereplic	KB-V1 MDR tox	IL-1B inflam inh	HT1080-NT tox	ATXN viability	KB-3-1 tox	HT1080 IDH1KD tx
CC(=O)c1ccc(NC(=O)CCc2c(C)nn(-c3ccc(N4CCOCC4)nn3)c2C)cc1	0.8%	37.5%&61.1%	0.2%	-2.4%&-3.0%	-27.5	-1.2%	i	-9.4%&8.7%	0.7%
Cc1nn(C)c(Sc2ccccn2)c1[N+](=O)[O-]	?	7.8%	-11.7%	-6.1%	nt	-2.8%	nt	-3.6%	2.0%
Cc1cc(C)cc(NC(=O)C2CCCN(S(=O)(=O)c3cnc[nH]3)C2)c1 (stereo not given)	-3.0%	4.5%	10.3%	2.8%	-11.5	4.8%	i	3.3%	0.2%
CCOC(=O)C1(C/C(C)=N/NC(N)=O)CC(C)OC1=O (stereo not given)	-2.1%	-17.2%	12.5%	4.2%	28.1	11.7%	i	3.8%	6.8%
Cc1ccc(C(=O)N/N=C2/NC(=O)CC(C(=O)Nc3ccccc3)S2)cc1 (stereo not given)	-0.2%	3.5%	0.5%	16.9%	13.7	19.1%	i	23.0%	7.5%
CN(C(=O)c1cccs1)C1(C)CCS(=O)(=O)C1 (stereo not given)	-18.4%	3.5%	-9.1%	?	-3.3	1.3%	i	14.1%	-1.1%
Cn1ccc(NC(=O)c2ccc(Cl)cc2)n1	20.1%	11.3%	-3.9%	-5.8%	0.0	4.4%	i	-5.3%	5.1%
O=c1cc(C=NNc2ccccc2)[nH]c(=O)[nH]1	-2.9%	-2.7%	2.1%	-19.7%	-5.9	-8.5%	i	-4.3%	3.7%
COc1ccc2cc3cc(C(=O)NCCCN4CCc5ccccc5C4)sc3nc2c1	-4.7%	44.3%[activator]	2.5%	?	?	9.7%	i	4.1%	1.5%
COc1ccc(Cl)cc1NC(=O)CSC1=Nc2ccccc2C2=NC(CC(=O)NC3CCCCC3)C(=O)N12 (stereo not given)	nt	-5.3%	nt	10.4%	nt	nt	i	-25.7%	nt
CSc1ccc(/C=C/C(=O)OCC(=O)c2ccc[nH]2)cc1	-6.2%	21.2%	-4.5%	1.1%	9.0	2.9%	i	5.2%	8.8%
COC(=O)CNC(=O)CN1C(=O)N(c2cccc(Cl)c2)C(N(O)C(=O)Nc2cccc(Cl)c2)C1(C)C (stereo not given)	-0.8%	1.4%	?	10.9%	16.4	-1.2%	i	14.8%	1.4%
COc1ccc(OCCCC(=O)NCCc2ccc(OC)c(OC)c2)cc1	1.8%	-7.2%[11.3 µM]	4.2%	?	17.6	-9.0%	i	0.1%	-0.4%
COc1cc(/C=C2\C(=N)N3N=C(CC(=O)N4CCOCC4)SC3=NC2=O)cc(OC)c1OC	4.9%	-2.6%	0.0%	?	12.8	-2.8%	i	-6.3%	-2.1%
COC(=O)C1=C(C)N(Cc2ccccc2)C(=NCCc2ccccn2)N[C@H]1c1cccc(F)c1	22.4%	?	-3.3%	-21.1%	-55.3*	-11.9%	?	-5.9%	0.0%
O=C(Cc1ccccn1)Nc1ccccc1	-3.1%	2.9%	10.6%	-7.5%	-2.5	7.6%	i	-9.5%	1.3%
COC/C=C/C1=CC2=CC(=O)C(C)(OC(=O)c3cnc4ccccc4n3)C(=O)C2=CN1c1ccc(OC)cc1 (stereo not given)	9.2%	17.6%	5.3%	1.7%	14.9	3.1%	?	3.9%	0.9%
CCOC(=O)C1=C(COC(=O)CCOc2ccc(OCC)cc2)NC(=O)NC1C (stereo not given)	-4.7%	nt	10.7%	-11.1%	-2.7	-0.3%	i	-18.9%	6.4%
COCCn1c(C)cc(O)c(C(=O)Nc2cccc(Cl)c2)c1=O	-1.5%	nt	-1.0%	0.0%	5.6	15.0%	i	-6.1%	0.0%

Full records, looked up by structure.
O=C(Cc1ccccn1)Nc1ccccc1 in the list: SW480 rerep: -3.1%; ATXN2 expr inh: 2.9%; MCF10A rereplic: 10.6%; KB-V1 MDR tox: -7.5%; IL-1B inflam inh: -2.5; HT1080-NT tox: 7.6%; ATXN viability: i; KB-3-1 tox: -9.5%; HT1080 IDH1KD tx: 1.3%
Cc1nn(C)c(Sc2ccccn2)c1[N+](=O)[O-] in the list: SW480 rerep: ?; ATXN2 expr inh: 7.8%; MCF10A rereplic: -11.7%; KB-V1 MDR tox: -6.1%; IL-1B inflam inh: nt; HT1080-NT tox: -2.8%; ATXN viability: nt; KB-3-1 tox: -3.6%; HT1080 IDH1KD tx: 2.0%
Cc1cc(C)cc(NC(=O)C2CCCN(S(=O)(=O)c3cnc[nH]3)C2)c1 (stereo not given) in the list: SW480 rerep: -3.0%; ATXN2 expr inh: 4.5%; MCF10A rereplic: 10.3%; KB-V1 MDR tox: 2.8%; IL-1B inflam inh: -11.5; HT1080-NT tox: 4.8%; ATXN viability: i; KB-3-1 tox: 3.3%; HT1080 IDH1KD tx: 0.2%

Screening data from PubChem BioAssay.
